D1 allo mod: D1 dopamine receptor (human) allosteric modulation; P21728; HEK293 D1, CRE-luciferase, dopamine EC30 potentiation; actives deviate in either direction; B-score at 10 µM; 58,000 compounds, 5.9% hits;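 active = luminescence count or its row- and column-corrected plate score outside the 99.7% band of the plate's sample wells, on either side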
Target sequence (P21728 whole entry, looked up): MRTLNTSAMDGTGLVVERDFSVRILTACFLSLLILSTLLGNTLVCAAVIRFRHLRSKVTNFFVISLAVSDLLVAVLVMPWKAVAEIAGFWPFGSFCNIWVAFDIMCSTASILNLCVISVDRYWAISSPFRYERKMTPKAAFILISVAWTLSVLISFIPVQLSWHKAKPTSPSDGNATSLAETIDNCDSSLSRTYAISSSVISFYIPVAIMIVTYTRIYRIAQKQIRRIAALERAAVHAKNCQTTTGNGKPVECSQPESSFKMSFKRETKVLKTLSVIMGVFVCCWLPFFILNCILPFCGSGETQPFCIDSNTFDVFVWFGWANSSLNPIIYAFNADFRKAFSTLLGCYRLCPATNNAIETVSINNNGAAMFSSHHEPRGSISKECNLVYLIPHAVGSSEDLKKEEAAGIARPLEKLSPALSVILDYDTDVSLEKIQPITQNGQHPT
M1 antagonist: antagonists of rat M1 muscarinic receptor | P08482 | CHO-M1 cells, Fluo-4 calcium, ACh EC80 antagonist mode; hits give low values | B-score at 10 µM | 64,000 compounds, 3.4% hits | AID 628;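 active = calcium fluorescence response, raw or row-and-column corrected B-score, differing from the plate sample mean either way at a set confidence level, mostly lower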
Ecoli tolC: blocks growth of E. coli BW25113 tolC mutant. 65,000 compounds, 2.2% hits. growth inhibition, % at 10 µM (by protocol). OD615;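 active = growth inhibition at or above a cutoff equal to the mean over every tested compound plus 3 SD, cut at about 60% in these data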;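 also: growth measured after 20 h incubation at 37 °C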
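signal = optical density read at 615 nm | test system = E. coli ΔtolC::kan strain BW25113 | timing = 20 h compound exposure of bacteria at 37 °C | buffer or medium = LB medium plus 50 µg/mL kanamycin | compound dosing = 10 µM final, single dose | evaluation = % inhibition of E. coli growth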
Jurkat viability: reduces viability or proliferation of Jurkat cells. Jurkat E6.1 viability, ATP luminescence, 48 h. inhibition, % at 4 µM. 56,000 compounds, 1.2% hits. AID 463;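 active = inhibition above the mean inhibition of all tested compounds plus 3 SD, cut at about 28% in these data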
NADH enzymes: inhibition of NAD/NADH coupling enzymes, library profiling; IC50, µM (doses to about 10 µM), without a hit: top-dose inhibition; 65,000 compounds, 0.02% hits; coupled PK/LDH NADH assays, four targets;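 active = single-dose screening hits from any of four coupled enzyme assays that gave an IC50 when retested across doses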;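 also: the DPM-DC format reads NADH fluorescence rather than 340 nm absorbance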
M1 ag: M1 muscarinic receptor agonism | CHO-M1 cells, Fluo-4 calcium fluorescence, agonist mode; hits give high values | B-score at 10 µM | 64,000 compounds, 3% hits | AID 626;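 active = fluorescence rise, raw or as B-score row- and column-corrected plate score, outside the 99.7% band of its plate's samples, either direction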
TNAP act mid DEA: activates human TNAP at intermediate phosphate acceptor concentration; P05186; purified TNAP, CDP-star luminescence, 100 mM DEA, 30 min; hits give high values; scale: 0 levamisole-inhibited, 1 vehicle-only enzyme; activation factor at 20 µM; 64,000 tested, under 10 active; AID 813;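 active = activation factor of at least 2 at 20 µM, relative to controls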
SF-1 act: SF-1 (human) activation | Q13285 | CHO-K1 Gal4-SF-1 LBD luciferase reporter; % increase over DMSO SF-1-specific signal | activation, % at 10 µM | 65,000 compounds, 1.9% hits;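 active = activation above the mean activation of all tested compounds plus 3 SD, cut at about 50% in these data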
Target sequence (Q13285 whole entry, looked up, the tested form may be a part): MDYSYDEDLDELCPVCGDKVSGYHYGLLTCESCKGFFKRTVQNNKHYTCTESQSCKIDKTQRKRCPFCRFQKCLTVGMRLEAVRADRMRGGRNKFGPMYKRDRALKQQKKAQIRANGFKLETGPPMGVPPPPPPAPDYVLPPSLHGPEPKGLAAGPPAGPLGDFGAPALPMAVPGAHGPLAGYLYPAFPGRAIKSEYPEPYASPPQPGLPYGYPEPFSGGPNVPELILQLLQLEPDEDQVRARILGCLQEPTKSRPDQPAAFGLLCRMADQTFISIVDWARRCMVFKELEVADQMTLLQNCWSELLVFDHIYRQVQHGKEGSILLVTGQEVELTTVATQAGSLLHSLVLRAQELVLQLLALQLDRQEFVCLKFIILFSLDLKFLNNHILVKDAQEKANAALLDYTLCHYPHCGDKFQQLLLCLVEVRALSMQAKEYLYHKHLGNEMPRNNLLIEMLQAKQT
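Assay system: CHO-K1 cells co-transfected with Gal4 DBD–human SF-1 LBD, 5xGal4 luciferase reporter / Input: 4,000 cells per well / Incubation: 20 h compound exposure at 37 °C after 1 h cell settling / Detection: SteadyLite luciferase luminescence / Control set: DMSO negative control and −SF1 background wells / Replication: one test per compound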
HEK293 NFkB inh: lowers PMA/ionomycin-induced NF-kB signal in HEK293 cells. HEK-293 NF-kB luciferase reporter, luminescence. inhibition, % at 3 µM. 62,000 compounds, 0.21% hits. AID 465;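 active = inhibition above the mean of all tested compounds plus 3 SD, cut at about 40% in these data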;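 also: 0% = stimulated DMSO wells and 100% = 10 µM reference inhibitor 5653914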
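Material: HEK-293 cells with stable firefly luciferase reporter driven by four HIV NF-kB elements / Also added: PMA plus ionomycin mix as NF-kB-activating stimulus / Compound dosing: 3 µM once, 0.30% DMSO / Times: 1 h pretreatment, 16 h stimulation, 37 °C / Signal: luminescence / Evaluation: per-plate % inhibition versus controls / Benchmarks: DMSO and 10 µM reference inhibitor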
* = called active by the depositor; nt = not tested or not shown; [ ] = another dose, or the depositor's remark.

Order of values: D1 allo mod	M1 antagonist	Ecoli tolC	Jurkat viability	NADH enzymes	M1 ag	TNAP act mid DEA	SF-1 act	HEK293 NFkB inh
> CC1CCCCC1NC(=O)c1ccc2c(c1)[nH]c(=O)n2C1CCCC1 (configuration not stated)
→ -0.0157	-0.664	35.0	8.1	3.0%	0.87	0.9	17.7	16.5
> CCOC(=O)c1sc(=NC(=O)c2ccc(OC)c(OC)c2)n(C)c1C
→ -0.0522	-0.387	12.5	3.6	5.0%	0.028	0.8	15.0	2.2
> COC(=O)c1ccc(CSc2nnc3sc4ccccc4n23)o1
→ nt	0.086	5.9	nt	6.0%	0.151	1	9.7	-0.9
> c1ccc(Cc2nnc3sc(-c4ccco4)nn23)cc1
→ 3.27	0.297	5.0	-3.1	3.0%	-0.866	0.9	5.3	11.8
> O=C1CCCN1CCCNc1ccc(S(=O)(=O)N2CCCCC2)cn1
→ 0.177	0.368	-11.0	4.5	6.0%	-0.268	0.9	-3.8	24.7
> CC(=O)N1CCC(N(CCN2CCOCC2)C(=O)Nc2ccc(Cl)c(Cl)c2)CC1
→ -0.503	-0.603	0.5	1.3	3.0%	0.196	1	19.9	5.7
> CCCCC(=O)Nc1ccc(NC(=O)CC)cc1OC
→ -0.723	-1.65	-16.6	5.5	7.0%	-0.176	0.9	4.9	7.8
> CCn1c(=O)n(CC(=O)Nc2cc(OC)ccc2OC)c(=O)c2ccccc21
→ -0.724	0.375	0.5	3.3	4.0%	-0.532	0.9	-12.0	18.0
> O=C(NC1CCCC1)C1CCCN1C(=O)Nc1ccccc1 (configuration not stated)
→ -0.247	1.46	-22.9	1.9	5.0%	0.000536	1	-0.1	13.2
> O=C(O)c1cc(S(=O)(=O)N2CCCCC2)ccc1F
→ -0.455	0.304	2.9	-0.7	0.0%	-0.0326	1	-4.2	11.2
> COc1ccc(Nc2nc(N)nc(CN3CCC(Cc4ccccc4)CC3)n2)cc1
→ -3*	-10*	27.9	9.2	5.0%	-1.36	1	-3.0	16.2
> O=C(COc1ccc(Cl)cc1Cl)NC1CCSC1=O (configuration not stated)
→ -0.00666	0.8	-7.0	-3.0	2.0%	0.492	0.9	57.9*	-6.4
> COc1ccc(S(=O)(=O)Nc2ccccn2)cc1OC
→ 0.591	0.321	-7.1	-1.5	5.0%	-0.523	1	14.3	5.1
> Cc1[nH]c2ccccc2c1C(=O)CSc1nc2cc(S(=O)(=O)N3CCCCC3)ccc2o1
→ -0.607	0.261	19.5	1.0	4.0%	0.235	1	14.8	19.0
> CCOc1cc(C(=O)Nc2c3c(nn2C(C)(C)C)CS(=O)C3)cc(OCC)c1OCC (configuration not stated)
→ -0.259	-0.0942	-7.0	6.1	3.0%	0.0175	0.9	6.0	10.8
> N#Cc1ccccc1NC(=O)COC(=O)c1ccc2c(c1)OCCO2
→ nt	0.121	-13.4	11.7	2.0%	0.0819	0.9	-9.5	15.4
> O=C(CSc1nnnn1C1CC2CCC1C2)Nc1ccnc2ccccc12 (configuration not stated)
→ -2.31	-2.07*	49.9	99.8*	4.0%	18.7*	0.9	-75.9	57.8*
> Cc1ccc2cccc(S(=O)(=O)N3CCN(c4cccc(Cl)c4)CC3)c2n1
→ 0.224	0.147	27.2	1.1	10.0%	0.0104	0.9	45.7	21.7
> O=c1[nH]cnc2c1nc(SCc1ccccc1)n2C1OC(CO)C(O)C1O (configuration not stated)
→ -0.94	0.0702	-22.6	-1.6	2.0%	0.341	0.9	-14.8	11.2
> CC(=O)N1CCc2cc(S(=O)(=O)NCCC(=O)N3CCN(c4ccccn4)CC3)ccc21
→ -1.08	-0.0555	-8.6	nt	4.0%	-0.222	0.9	9.4	8.9
> O=S(=O)(NC1CCCCCC1)c1cccc2cccnc12
→ 5.54*	0.0109	-5.7	-0.6	4.0%	-0.256	0.9	-0.9	14.0
> O=c1c2ccccc2c(/C=N/n2cnnc2)c(O)n1-c1ccccc1
→ -0.362	-0.0215	-1.6	-8.7	3.0%	9*	0.8	-4.2	7.1
> CCCOC(=O)c1ccc(NC(=O)c2cnccn2)cc1
→ -0.118	-0.521	-6.6	0.0	4.0%	-0.651	0.8	32.0	-0.8
> CC1=C(C(=O)OCC2CCCO2)C(c2ccncc2)C2=C(CC(C)(C)CC2=O)N1 (configuration not stated)
→ -0.667	-0.628	-14.2	-8.0	1.0%[fluoresces]	0.0543	0.9	12.8	-6.9
> Cc1nc2cc(NC(=O)Nc3ccc(N4CCOCC4)cc3)ccc2n1C
→ 1.3	0.311	9.5	-0.8	5.0%	1.47	0.9	-3.9	10.7
> O=C(CN1CCC(n2nnc3cc(F)ccc32)CC1)Nc1ccc2c(c1)CCC2
→ -0.863	-1.31	23.8	1.1	2.0%	0.305	0.9	-3.5	16.1
> O=C(CN(Cc1ccc(F)cc1)C(=O)c1ccco1)NCc1ccc(F)cc1
→ -0.525	1.45	-2.1	0.2	2.0%	-0.414	0.9	-5.2	6.2
> CCOc1cc2c(cc1OCC)C(C(=O)O)C(c1ccc(OC)c(O)c1)N(C)C2=O (configuration not stated)
→ -0.551	nt	-33.2	-1.5	5.0%	nt	1	-13.2	-0.8
> Cc1ccc(N(C)C(=O)N2CCN(c3ccccn3)CC2)cc1
→ -0.0111	0.617	6.7	4.2	3.0%	-0.593	0.9	1.7	25.9
> CCCSc1nc(N2CCOCC2)c2c(c1C#N)CCCC2
→ nt	0.083	40.8	nt	4.0%	-0.906	0.9	-1.7	nt
> CCOc1ccccc1OCC(=O)NCc1ccco1
→ -0.423	0.0405	15.9	-7.4	2.0%	-0.0444	0.8	-6.6	-3.7
> CCCc1nnc(NC(=O)CCC(=O)N2CCN(CCOc3ccc(C)cc3)CC2)s1
→ -1.56	-1.6	3.5	21.6	4.0%	20*	0.8	-11.5	12.2
> CCc1nc(OCCN(CC)CC)c2oc3ccccc3c2n1
→ 2.03	-0.848	-9.1	2.5	1.0%	-0.0568	1	-7.9	3.0
> O=C(c1cc(-c2cccs2)on1)N1CCCCC1
→ -2.61	0.108	0.5	1.4	5.0%	1.09	0.9	41.3	-37.7
> O=C(Nc1ncc(Cc2ccccc2)s1)C1CCCO1 (configuration not stated)
→ -3.73*	-0.893	10.6	-9.3	2.0%	0.17	0.8	36.6	-30.2
> COC(=O)C1=C(C)NC(C)=C(C(=O)OC)C1c1ccc(OC(=O)c2ccco2)cc1
→ -0.267	0.0732	-2.2	-1.8	4.0%	0.974	0.9	-3.0	3.5
> CC(=O)c1cccc(NS(=O)(=O)c2c(C)noc2C)c1
→ 0.546	0.489	-9.8	7.0	2.0%	-0.4	1	-14.0	-5.2
> CCCCC(=O)Nc1ccc(NC(=O)C2CC2)nc1
→ 0.0958	-0.153	-13.6	7.5	0.0%	-0.899	0.9	-7.2	4.1
> CCN1CCN(CC(=O)Nc2ccc(C)cc2C)C(=O)C1=O
→ -0.306	0.0227	1.9	2.6	4.0%	-0.492	0.9	0.9	26.9
> Cn1ccnc1SCC(=O)NC1CCCCC1
→ nt	0.301	-7.0	nt	1.0%	-0.0699	0.9	-11.1	14.9
> COC(=O)c1cn(NC(=O)C2COc3ccccc3O2)c(=O)c2ccccc12 (configuration not stated)
→ nt	-0.109	1.2	nt	2.0%	-0.873	1	-4.3	-1.8
> COc1ccc(S(=O)(=O)NCc2ccncc2)cc1OC
→ nt	-0.0298	-11.8	21.2	0.0%	-1.19	0.9	-9.9	23.1
> Cc1ccc(C(=O)CCNc2cccc(Br)c2)o1
→ 0.43	0.0182	0.6	17.4	1.0%	-2.53	1	15.7	6.3
> O=C(CSc1nnc(C2CC2)n1Cc1ccccc1)c1cc2ccccc2o1
→ 0.0342	-0.0636	7.5	7.8	7.0%	-0.0103	0.8	6.1	10.4
> CCOCCCNC(=O)CN(Cc1ccc(Cl)cc1)S(C)(=O)=O
→ 0.433	0.191	-2.3	-7.5	5.0%	-1.64	0.9	2.1	1.9
> COc1ccc(CN(Cc2nc3ccccc3c(=O)[nH]2)C(=O)NC2CCCCC2)cc1
→ 1.17	-0.0902	27.1	1.1	3.0%	-0.156	0.9	-1.3	13.0
> COc1ccc(C2=NOC(C(=O)Nc3cc(C)nn3-c3ccccc3)C2)cc1OC (configuration not stated)
→ 0.0468	0.625	-6.5	8.3	2.0%	0.0255	0.9	-7.3	13.3
> CCN(CC)CCCNC(=O)c1c(O)c2c([nH]c1=O)CCCC2
→ -0.812	-0.612	-14.1	-0.3	5.0%	-1.04	0.9	0.3	4.8
> O=C(NCc1cccs1)C1CCCN(S(=O)(=O)c2ccc(Br)s2)C1 (configuration not stated)
→ -0.953	0.499	-5.7	nt	2.0%	-1.15	0.9	-1.4	13.5
> Cc1nnc(NC(=O)CSc2nnc(-c3ccoc3C)n2CC(C)C)s1
→ -0.0113	-0.246	-16.8	9.6	5.0%	0.704	1	-5.0	12.1
> O=C(O)CCn1c(SCc2ccccc2)nc2ccccc21
→ 0.484	-0.299	6.6	-25.9	5.0%	0.638	0.9	15.1	3.0
> CCCCSc1nc(N)c(NC(=O)c2ccco2)c(=O)[nH]1
→ 0.185	0.285	-9.9	-1.5	6.0%	-0.329	1	-12.7	2.5
> c1c2c(cc3sc(N4CCOCC4)nc13)OCO2
→ nt	-0.415	-8.6	9.8	6.0%	-0.759	0.9	58.0*	-47.4
> Nc1ccc2c3c(cccc13)CC2
→ -0.214	-0.632	5.4	nt	4.0%[fluoresces]	0.235	1	8.3	nt
> O=C(CCN1C(=O)C2C3C=CC(C3)C2C1=O)NCCc1ccccc1Cl (configuration not stated)
→ -0.0201	1.26	-9.8	-0.3	2.0%	-0.483	0.9	1.0	19.1
> CCOc1ccc(CC(=O)Nc2ccc(S(=O)(=O)Nc3cc(C)on3)cc2)cc1OCC
→ 0.774	nt	4.2	3.5	6.0%	nt	1	4.6	28.5
> O=C(O)c1cnn(-c2ccccc2)c1-n1cccc1
→ 0.318	-0.294	-13.4	3.6	3.0%	0.811	1	13.0	19.4
> Cc1ccc(SCCC(=O)NCc2ccco2)cc1
→ -0.0214	0.574	-4.5	-7.1	6.0%	1.2	0.9	-4.5	12.6
> CCN1CCN(C(c2ccccc2OC)c2nnnn2C2CCCCC2)CC1 (configuration not stated)
→ -0.00964	-0.876	-12.8	-8.4	11.0%	0.358	0.9	5.3	13.3
> CCCSC1=C(C#N)C(c2ccccc2OCC)CC(=O)N1 (configuration not stated)
→ 0.00585	0.437	-15.7	8.2	4.0%	1.37	0.9	-1.2	11.9
> COc1cccc(-n2ccnc2SCC(=O)NCc2ccccc2)c1
→ 1.45	-2.67*	1.0	6.3	4.0%	0.0928	1	2.5	11.2
> CCOC(=O)N(C)c1ccc(C(O)(C(F)(F)F)C(F)(F)F)cc1
→ -0.087	0.742	7.7	3.8	1.0%	0.184	0.9	1.2	2.2

Compounds listed so far containing a thiophene ring, fused or not (2):
Order of values: D1 allo mod	M1 antagonist	Ecoli tolC	Jurkat viability	NADH enzymes	M1 ag	TNAP act mid DEA	SF-1 act	HEK293 NFkB inh
> O=C(c1cc(-c2cccs2)on1)N1CCCCC1
→ -2.61	0.108	0.5	1.4	5.0%	1.09	0.9	41.3	-37.7
> O=C(NCc1cccs1)C1CCCN(S(=O)(=O)c2ccc(Br)s2)C1 (configuration not stated)
→ -0.953	0.499	-5.7	nt	2.0%	-1.15	0.9	-1.4	13.5
